Tb hexokinase: blocks Trypanosoma brucei hexokinase 1 activity; recombinant TbHK1, G6PDH-coupled NADH A340; inhibition, % at 10 µM; 220,000 compounds, 0.11% hits;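 active = inhibition of 50% or more in the single-dose primary screen; inactive = inhibition below 50%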
EP2 mod: EP2 receptor (human) modulation | P43116 | EP2-expressing cells, cAMP HTRF FRET, PGE2 co-stimulation | induction, % at 25 µM | 260,000 compounds, 0.83% hits;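 active = compounds whose cAMP rise, as percent of the full-agonist control response, exceeds 60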;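 note: rat C6 glioma line stably carrying human EP2 under a CMV promoter; the protocol text gives 20 µM as final concentration; 100% = response of wells given 1 µM PGE2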
Target sequence (P43116 whole entry, looked up): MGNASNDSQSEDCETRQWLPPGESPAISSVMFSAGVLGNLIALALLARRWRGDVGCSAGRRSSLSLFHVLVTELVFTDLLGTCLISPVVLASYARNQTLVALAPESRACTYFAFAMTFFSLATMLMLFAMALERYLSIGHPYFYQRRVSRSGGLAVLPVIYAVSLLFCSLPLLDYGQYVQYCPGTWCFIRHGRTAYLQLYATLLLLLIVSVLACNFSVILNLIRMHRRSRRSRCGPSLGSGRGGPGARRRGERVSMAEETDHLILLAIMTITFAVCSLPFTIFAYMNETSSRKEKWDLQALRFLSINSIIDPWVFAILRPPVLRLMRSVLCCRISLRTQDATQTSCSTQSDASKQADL
14-3-3 Bad PPI: disrupts binding of bovine 14-3-3 zeta to phospho-Bad peptide. P63103. TR-FRET 14-3-3zeta/Dy647-pBad peptide displacement, 1 h. inhibition, % at 21.7 µM. 220,000 compounds, 0.71% hits. AID 781;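 active = inhibition above about 70%, limit read from the data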;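 note: 0% = full 14-3-3 plus peptide FRET controls and 100% = background without 14-3-3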
Target sequence (P63103 whole entry, looked up): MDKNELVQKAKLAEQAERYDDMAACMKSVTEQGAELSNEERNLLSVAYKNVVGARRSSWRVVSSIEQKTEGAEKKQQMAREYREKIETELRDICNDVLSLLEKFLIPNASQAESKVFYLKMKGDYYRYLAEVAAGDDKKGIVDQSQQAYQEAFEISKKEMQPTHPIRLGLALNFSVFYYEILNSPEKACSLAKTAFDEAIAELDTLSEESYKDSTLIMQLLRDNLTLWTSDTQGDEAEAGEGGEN
Rad51 HR inh: Rad51 (human) homologous recombination inhibition. Q06609. hRad51 DNA strand exchange, fluorescence dequenching. inhibition, % at 10 µM. 200,000 compounds, 0.085% hits. AID 1385;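 active = inhibition above 40% at the single screening dose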;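 note: 0% = DMSO control wells and 100% = blanks with heterologous ssDNA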
Target sequence (Q06609 whole entry, looked up): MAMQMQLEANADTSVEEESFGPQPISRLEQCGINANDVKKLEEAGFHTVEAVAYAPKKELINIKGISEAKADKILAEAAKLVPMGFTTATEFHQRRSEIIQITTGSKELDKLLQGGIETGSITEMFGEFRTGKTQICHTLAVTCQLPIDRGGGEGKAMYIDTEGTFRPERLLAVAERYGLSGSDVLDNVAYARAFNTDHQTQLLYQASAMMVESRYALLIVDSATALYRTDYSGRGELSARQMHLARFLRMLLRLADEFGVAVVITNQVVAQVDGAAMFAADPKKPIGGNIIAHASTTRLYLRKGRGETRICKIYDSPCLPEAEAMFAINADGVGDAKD
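Test system: preformed human Rad51 ssDNA filaments. Compound dosing: single dose, 10 µM final compound. Incubation: filaments 15 min 37 °C, then compound 30 min. Technique: FRET fluorescence dequenching, excitation 485 nm, emission 520 nm. Read-out basis: percent inhibition from fluorescence, normalised to plate control and blank means. Benchmarks: plate controls and plate blanks.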
EP2 antag: blocks the human prostaglandin E2 receptor EP2; P43116; C6 glioma cells expressing human EP2, cAMP TR-FRET; cells stimulated with saturating PGE2; inhibition, % at 25 µM; 260,000 compounds, 0.52% hits;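 active = percent inhibition above 40 after rounding to a whole number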;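 note: rat C6 glioma host cells with rolipram phosphodiesterase inhibitor present; the protocol text gives 20 µM as final concentration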
Hck Nef HTS: human Hck-Nef kinase inhibition; inhibition, % at 20 µM; P08631; Recombinant Hck-YEEI plus Nef, Z-Lyte FRET kinase assay; AID 463187; 220,000 compounds, 0.68% hits;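 active = Hck-Nef kinase inhibition above about 50%, limit read from the data; inactive = inhibition below that limit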;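 note: 0% = DMSO with Hck plus Nef and 100% = Hck alone without Nef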
Calpain2 inh: blocks pig calpain II enzyme activity; inhibition, % at 16 µM; AID 1236; 220,000 compounds, 0.37% hits; purified calpain II, fluorogenic peptide substrate, 30 min;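 active = inhibition above about 50%, limit read from the data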
L929 necroptosis: blocks zVAD induced death of L929 cells | AID 1377 | viability rescue, % at 10 µM | L929 zVAD necroptosis rescue, ATP luminescence, 24 h; with zVAD 60 µM | 220,000 compounds, 0.38% hits;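 active = activation, scaled between plate controls, above about 75%, limit read from the data; inactive = activation under that limit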;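 note: 0% = zVAD with DMSO and 100% = DMSO alone without zVAD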
eIF4E-4G inh: eIF4E/eIF4G interaction inhibition in translation initiation; TR-FRET eIF4E-eIF4GI(517-606) binding, 2 h; AID 782; 220,000 compounds, 0.37% hits; P63073+Q04637; inhibition, % at 21.7 µM;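 active = inhibition above about 30%, limit read from the data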;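 note: 0% = full FRET control wells and 100% = background wells lacking eIF4GI fragment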
An asterisk follows results filed as active; i = inactive; nt = no result given; & = joins results of further samples; [ ] = another dose, or the depositor's remark. An excerpt; count on the stated rates, not on these rows.

SMILES	Tb hexokinase	EP2 mod	14-3-3 Bad PPI	Rad51 HR inh	EP2 antag	Hck Nef HTS	Calpain2 inh	L929 necroptosis	eIF4E-4G inh
CCOc1ccc(Nc2nc(N3CCCCC3)nc(N3CCCCC3)n2)cc1	-8	54	-9	7	5	2	-37	0.2	2
CC1CC(=O)N(CC(=O)N2CCCC2)c2ccccc2S1 (stereo not drawn)	0	-4	1	-1	7	0	13	-0.4	-2[fluorescence artefact?]
COc1cc(C(C)=O)ccc1OC(=O)C(C)N1C(=O)c2ccccc2C1=O (stereo not drawn)	-20	-2	-3	6	7	0	-5	-0.7	-3
COc1nc(Nc2nc3ccccc3c(=O)[nH]2)nc2ccc(C)cc12	-27	-8	48	7	7	75*	-43	14	-37
O=C(c1cnn2c(C(F)F)cc(C3CC3)nc12)N1CCOCC1	-3	20	2	-10	5	7	-17	0.2	-1
CCN1CNC(=S)N(c2ccccc2C)C1	-3	25	-2	14	3	1	-2	-0.7	-3
CCCC(c1nnnn1CC1CCCO1)N1CCN(c2nc3ccccc3s2)CC1 (stereo not drawn)	1	-31	-13[fluorescence artefact?]	-4	12	6	-15	0.1	2[fluorescence artefact?]
O=C(NCCc1c[nH]c2ccccc12)C(F)(F)F	0	16	-10	2	13	1	-21	0.0	-11[fluorescence artefact?]
O=C(NCc1cccs1)C12CC3CC(CC(C3)C1)C2	2	8	-9	15	2	17	-17	1.4	2
Nn1c(SCc2ccc(F)cc2)nnc1-c1ccncc1	0	8	-2	6	12	8	-9	0.7	-1
CCOc1cc(/C=C/C(=O)c2ccc(C)cc2)ccc1OCC(=O)N(C)C	-27	-10	1	2	19	3	-13	-0.1	0
COC(=O)C1=C(C)NC(=O)C1(Nc1ccc(Cl)cn1)C(F)(F)F (stereo not drawn)	1	-6	-11	-1	3	4	0	-0.7	35*[fluorescence artefact?]
COC(=O)C1=C(C)NC(C)=C(C(=O)OC)C1C(=O)OCC(=O)c1ccc(F)cc1	-9	4	-2	8	4	2	-14	3.3	4
Cc1ccc(-n2cc(CNCCN3CCOC3=O)c(-c3ccc(F)cc3)n2)cc1	-7	-25	0	1	7	-8	38	1.4	6
COC(=O)C1(Cc2ccc(O)c(CC3OC3(C)C)c2)OC(=O)C(O)=C1c1ccc(O)cc1 (stereo not drawn)	-33	31	3	0	11	30	0	0.0	96*
CC(=O)N=Nc1[nH]c(N)c2ccccc12	-26	-4	-16	-4	6	16	7	3.6	0
O=c1[nH]c(=O)c2nnc(N/N=C/c3ccccc3F)nc2[nH]1	-48	21	7	-1	8	13	5	1.3	-1
CC1CCN(CCC(=O)Nc2ccc3c(c2)CCC3)CC1	11	-7	-2[fluorescence artefact?]	13	2	6	28	2.0	3
O=C(CCCN1C(=O)c2cccnc2C1=O)Nc1ccc(Br)cc1	-2	-1	-11	6	2	-11	-15	1.0	-4
O=C(c1ccc(Cl)c(S(=O)(=O)N2CCCCCC2)c1)N1CCN(c2ccccc2O)CC1	-3	-26	-23	8	3	19	-37	0.2	-1
CSc1ccccc1NC(=O)c1c(C)noc1C	-3	31	0	2	5	9	15	0.1	-1
O=Cc1cn(-c2ccccc2)nc1-c1cccnc1	-2	-18	-5	0	7	-18	-20	16	1
O=C(CCC(NC(=O)OCc1ccccc1)C(=O)OCC(=O)N1CCCCC1)OCC(=O)N1CCCCC1 (stereo not drawn)	-7	5	-6[fluorescence artefact?]	3	1	-3	-4	-0.1	-19
COc1ccc(CN2CCCC(C(=O)c3ccc(Cl)cc3)C2)cc1Cn1cncn1 (stereo not drawn)	-4	-7	-3	-4	17	16	-4	-1.8	2
CCOC(=O)C1=C(C)NC(=S)N(C(C)=O)C1c1ccc(Cl)cc1 (stereo not drawn)	-18	-72&46	14	-7	11&2	8	2	-0.8	2
NS(=O)(=O)c1ccc(-c2ccc(C=NC3CCS(=O)(=O)C3)o2)cc1 (stereo not drawn)	-49	-17	-1	1	2	1	-25	1.4	-1
O=C(Nc1ccccc1Cl)N1CCN(c2ccccn2)CC1	7	2	-6	-32	8	0	2	0.2	2
Cc1cc(C)n2nc(SCc3ccccc3)nc2n1	-5	-3	-1	23	12	11	10	-0.1	3
CCc1nc(N=Nc2c(O)[nH]c3ccccc23)c2c3c(sc2n1)CCC3	2	1	14[fluorescence artefact?]	-2	9	8	32	1.2	6
O=C(CCC(=O)N1CCN(c2ccc(F)cc2)CC1)c1ccc(F)cc1	-12	-9	-5	nt	12	3	-3	1.1	-2
CC(C)(C)n1nnnc1C(c1cccc(C(F)(F)F)c1)N1CCC(O)CC1 (stereo not drawn)	-2	10	-5	10	16	20	-5	-0.7	-2
Cc1ccc(CNC(=O)CN(C2CCCCC2)S(C)(=O)=O)cc1	4	30	11	-4	16	-9	-9	0.6	-7
CN1c2ccccc2C(C)(C)C12C=Nc1c(cc(N3CCOCC3)c3ccccc13)O2 (stereo not drawn)	-15	17	-1	nt	nt	0	-45	-0.4	2
CC1=CC(C)(C(Cl)Cl)C(C)=CC1=O (stereo not drawn)	5	46	-4	-3	3	0	-14	-0.3	1
O=c1cc(O)c2sc(Nc3ccc(F)c(Cl)c3)nc2[nH]1	10	-29	-22	-18	6	40	39	0.3	7
Cc1ccc2nc(SC(C(=O)Nc3ccc(F)cc3)c3ccccc3)[nH]c2c1 (stereo not drawn)	-6	-25	7[fluorescence artefact?]	nt	3	0	-9	0.1	-2
CCC1=C(OC(=O)N(CC)CC)N2C(=O)OC(=NCC3CC3)[C@]2(Cc2ccccc2)[C@H]2C1=CC[C@H]1C(=O)N(CC(=O)OC)C(=O)[C@H]12	-21	0	4	0	10	25	-15	0.3	-3
CC(OC(=O)C1CC1)C(=O)Nc1cc(C(F)(F)F)ccc1Cl (stereo not drawn)	-4	-8	-15	-58	8	-4	-6	1.1	-1
COc1ccc2nc(Nc3nc(-c4cc5ccccc5oc4=O)cs3)sc2c1	-34	4	65[fluorescence artefact?]	-9	6	1	-77	0.6	22[fluorescence artefact?]
Cc1oc2ccc(OCc3ccccc3F)cc2c1C(=O)O	-7	7	-6	-10	9	0	9	0.7	9

Nothing new here: an excerpt of the list.
SMILES	Tb hexokinase	EP2 mod	14-3-3 Bad PPI	Rad51 HR inh	EP2 antag	Hck Nef HTS	Calpain2 inh	L929 necroptosis	eIF4E-4G inh
CCOc1ccc(Nc2nc(N3CCCCC3)nc(N3CCCCC3)n2)cc1	-8	54	-9	7	5	2	-37	0.2	2
CC1CC(=O)N(CC(=O)N2CCCC2)c2ccccc2S1 (stereo not drawn)	0	-4	1	-1	7	0	13	-0.4	-2[fluorescence artefact?]
COc1cc(C(C)=O)ccc1OC(=O)C(C)N1C(=O)c2ccccc2C1=O (stereo not drawn)	-20	-2	-3	6	7	0	-5	-0.7	-3
COc1nc(Nc2nc3ccccc3c(=O)[nH]2)nc2ccc(C)cc12	-27	-8	48	7	7	75*	-43	14	-37
O=C(c1cnn2c(C(F)F)cc(C3CC3)nc12)N1CCOCC1	-3	20	2	-10	5	7	-17	0.2	-1
CCN1CNC(=S)N(c2ccccc2C)C1	-3	25	-2	14	3	1	-2	-0.7	-3
CCCC(c1nnnn1CC1CCCO1)N1CCN(c2nc3ccccc3s2)CC1 (stereo not drawn)	1	-31	-13[fluorescence artefact?]	-4	12	6	-15	0.1	2[fluorescence artefact?]
O=C(NCCc1c[nH]c2ccccc12)C(F)(F)F	0	16	-10	2	13	1	-21	0.0	-11[fluorescence artefact?]
O=C(NCc1cccs1)C12CC3CC(CC(C3)C1)C2	2	8	-9	15	2	17	-17	1.4	2
Nn1c(SCc2ccc(F)cc2)nnc1-c1ccncc1	0	8	-2	6	12	8	-9	0.7	-1
CCOc1cc(/C=C/C(=O)c2ccc(C)cc2)ccc1OCC(=O)N(C)C	-27	-10	1	2	19	3	-13	-0.1	0
COC(=O)C1=C(C)NC(=O)C1(Nc1ccc(Cl)cn1)C(F)(F)F (stereo not drawn)	1	-6	-11	-1	3	4	0	-0.7	35*[fluorescence artefact?]
COC(=O)C1=C(C)NC(C)=C(C(=O)OC)C1C(=O)OCC(=O)c1ccc(F)cc1	-9	4	-2	8	4	2	-14	3.3	4

(continued)
SMILES	Tb hexokinase	EP2 mod	14-3-3 Bad PPI	Rad51 HR inh	EP2 antag	Hck Nef HTS	Calpain2 inh	L929 necroptosis	eIF4E-4G inh
O=C(NNC(=S)NC1CCCCC1)c1cccs1	-6	4	-1	nt	9	0	28	0.8	0
COCCN(C(=S)Nc1ccc(OC)c(Cl)c1)C1CCN(C(C)C)CC1	2	-36	3	2	8	34	-7	1.1	-2
CCOc1ccc(N2C(=O)CC(NCc3ccc(F)cc3)C2=O)cc1 (stereo not drawn)	1	-4	-2[fluorescence artefact?]	-2	8	-1	3	1.0	2[fluorescence artefact?]
Cc1cccc(NC(=S)NC2CC3CCCC(C2)N3CC(C)C)c1C (stereo not drawn)	7	-28	-12[fluorescence artefact?]	1	13	5	-5	-0.9	-7
O=C(Nc1ccccc1)c1sc2cc(C(F)(F)F)cnc2c1-c1cccs1	0	34	0	-3	8	-18	i	-0.9	-21[fluorescence artefact?]
Cc1ccc2c(c1)c1ccc3c(c1n2C)C(=O)C=CC3=O	2	-59	6	-8	16	13	-28	20	7
CCOC(=O)/C(C#N)=C/Nc1ccccc1NS(=O)(=O)c1ccc(C)c(C)c1	-11	-7	-2	11	20	16	-7	0.1	4
CSCCC(NC(=O)c1ccccc1)C(=O)N/N=C(\C)c1ccccc1 (stereo not drawn)	3	-1	-5	5	3	0	-1	-0.5	2
Fc1ccc2c(c1)C(c1ccncc1)=NNC(c1ccc(Br)cc1)=N2	-3	-23	-24	0	17	2	-10	1.8	-4
COCCNC(=O)CSc1nc2ccccc2c2nc(C)nn12	2	7	-4	3	11	0	-25	1.5	-3
Cc1ccc(-n2cc3c(-c4cccc(Br)c4)nnc(C)c3n2)cc1	-14	-22	7[fluorescence artefact?]	-1	-2	4	-22	-0.2	4
COc1cc2ccccc2cc1C(=O)NC(=S)Nc1cccc(C(=O)O)c1C	-1	16	1	nt	10	11	-300	0.1	2
N#Cc1nc(-c2cccs2)oc1NCc1ccc(Cl)cc1	6	-66	-8[fluorescence artefact?]	-14	12	-1	i	0.3	-7
O=C(NCc1cccnc1)c1ccc(COc2cccc3ccccc23)o1	-4	-44	-6	-3	16	0	-74	0.6	3
Cc1ccc(-c2ccc3nnc(SCC(=O)NCC4CCCO4)n3n2)cc1 (stereo not drawn)	0	-5	-5	0	12	-12	-285	2.5	-7
COc1ccc(C2=NNC(c3cccnc3)=Nc3ccccc32)cc1	1	1	3	-4	5	26	4	2.6	4
